# Bioassay records from PubChem BioAssay.
# GPR55 activation = selective activators of receptor GPR55 – imaging, U2OS cells, beta-arrestin-GFP redistribution, primary screen (AID 1961); 0.048% of 290,000 active; U2OS GPR55 beta-arrestin-GFP redistribution imaging; higher % means a stronger effect; activation, % at 10 µM, or EC50 in µM where a hit was titrated;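 active = activation above 40% with more than 50 cells counted in the well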;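 also: U2OS osteosarcoma cells stably expressing GPR55 and beta-arrestin-GFP; plate controls were DMSO negative control for no effect and LPI positive control for full effect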
# HIV peptide binding = inhibitors of HIV fusion peptide binding, primary screen, biochemical, uHTS, fluorescence dequenching (AID 1986) | cell-free peptide binding, fluorescence dequenching, 30 min; higher % means a stronger effect | inhibition, % at 20 µM; hits with a dose series show IC50 in µM | 0.3% of 290,000 active; in the data active = inhibition mostly above about 52%, no sharp cut-off; inactive = mostly below about 76%; also: some results filed as inactive read as strong as hits
# NOD1 inhibition = inhibition of NOD1-driven NF-kB reporter – cell-based, luminescence, uHTS, primary screen (AID 1578); 1% of 290,000 active; NOD1-driven NF-kB luciferase reporter cells, luminescence; higher % means a stronger effect; one-dose inhibition, % at 4 µM; EC50 in µM for titrated hits; in the data active = inhibition mostly above about 36%, no sharp cut-off; inactive = mostly below about 34%;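 also: HEK-293T reporter cells stimulated with the NOD1 agonist gamma-tri-DAP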
# HEK293 NOD2/NF-kB = NOD2 signaling inhibitors, cell-based, luminescence, uHTS, HEK293 (AID 1566) | HEK293 NOD2/NF-kB luciferase reporter, luminescence; higher % means a stronger effect | one-dose inhibition, % at 4 µM; EC50 in µM for titrated hits | 0.63% of 290,000 active; also: many of its hits are not listed in these tables
# Myeloid diff MLP = compounds promoting myeloid differentiation; 1% of 360,000 active; ER-HoxA9 myeloid progenitors, lysozyme-GFP differentiation, flow cytometry; AID 624256; calls only at 10 µM;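 active = normalized GFP-positive differentiation at or above the plate's own cutoff, the solvent-only control mean plus 3 SD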;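 also: cells exposed to compound for four days before flow analysis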
# GPR35 antagonists = inhibition of zaprinast-stimulated GPR35 beta-arrestin translocation – imaging, U2OS, beta-arrestin-GFP, zaprinast agonist, primary screen (AID 2058) | U2OS GPR35 beta-arrestin-GFP translocation imaging, zaprinast antagonism; higher % means a stronger effect | inhibition, % at 10 µM, or IC50 in µM where a hit was titrated | 0.052% of 290,000 active;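 active = inhibition of at least 50% with at least 30 cells and total cytoplasm GFP at most 10,000,000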
# GPR55 LPI antagonism = inhibition of LPI-stimulated GPR55 beta-arrestin translocation – imaging, U2OS, beta-arrestin-GFP, LPI agonist, primary screen (AID 2013); U2OS GPR55 beta-arrestin-GFP translocation imaging, LPI antagonism; higher % means a stronger effect; 0.13% of 290,000 active; one-dose inhibition, % at 10 µM; IC50 in µM for titrated hits;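 active = spots per cell inhibited over 60%, with over 100 cells counted and total cytoplasm intensity under 500,000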;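 also: U2OS cells stably carrying GPR55 and arrestin-GFP stimulated by 5 µM LPI near EC80; imaged beta-arrestin-GFP aggregate spots per cell after agonist stimulation; plate controls were LPI-stimulated DMSO wells for no effect and DMSO wells without LPI for full effect; some results filed as inactive read as strong as hits; confirmed hits need IC50 under 10 µM and bright autofluorescent wells are also inconclusive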
# KOR beta-arrestin-1 = kappa opioid receptor blockers – cell-based, luminescence, uHTS (AID 1778); 0.091% of 290,000 active; KOR beta-arrestin recruitment, luminescence, antagonist mode; higher % means a stronger effect; inhibition, % at 10 µM, or IC50 in µM where a hit was titrated; also: strong numbers were not always called active
# KOR beta-arrestin-2 = kappa opioid receptor activators – cell-based, luminescence, uHTS, primary screen (AID 1777); activation, % at 10 µM, or EC50 in µM where a hit was titrated; KOR beta-arrestin recruitment, luminescence; higher % means a stronger effect; 0.02% of 280,000 active; in the data active = activation above about 50%, passing the limit was not always enough; also: a part of the inactive calls stands beside numbers as strong as those of hits
# Myeloid diff MLP GFP+ MAC1+ % = recorded beside Myeloid diff MLP, whose call it bears; GFP+ MAC1+ double positive, %; measured here: differentiation confirmed by MAC1 staining
# * marks the source's active call; other numbers are inactive results; i = inactive; . = not tested or not shown; [ ] = dose if it differs, or a comment. Rule as the data show it, unless noted: active = inhibition above about 50%; inactive = the rest. Only part of the results is shown, so the mix of outcomes need not match the whole.
SMILES,GPR55 activation,HIV peptide binding,NOD1 inhibition,HEK293 NOD2/NF-kB,Myeloid diff MLP,Myeloid diff MLP GFP+ MAC1+ %,GPR35 antagonists,GPR55 LPI antagonism,KOR beta-arrestin-1,KOR beta-arrestin-2
CCOC(=O)C1(Cc2cccc(Cl)c2)CCCN(CCO)C1 (stereo unspecified),-0.1%,-1.3%,4.2%,-15.9%,i,0.3,1.3%,12.4%,21.7%[20 µM],.
CCSc1nnc(Cc2cc(=O)[nH]c(=O)[nH]2)n1-c1ccc(Cl)cc1,-0.1%,-1.1%,6.2%,-13.1%,i,1.3,-3.0%,-4.0%,30.3%,-2.6%
OC1(c2ccccc2F)CCN(Cc2nnc(-c3ccccc3)o2)CC1,-0.2%,-3.7%,14.4%,8.7%,i,0.7,11.1%,-7.3%,-5.9%,9.2%
Cc1ccccc1OCc1nc2ccccc2c(=O)n1NC(=O)c1ccco1,0.3%,1.5%,16.2%,19.3%,i,0.5,-7.4%,4.4%,-1.3%,-2.9%
N#Cc1c(-c2ccccc2)ccn(Cc2ccc(Cl)cc2)c1=O,-0.1%,1.9%,-22.7%,-9.2%,i,0.6,8.1%,4.9%,4.2%,1.9%
COc1ccc(C(NC(=O)CN2CCCCCC2)c2ccc(OC)cc2)cc1,-0.2%,-2.5%,-3.0%,-16.3%,i,0.6,20.2%,10.1%,-16.2%,-4.0%
CN(C)C(CNC(=O)c1coc2ccccc2c1=O)c1ccccc1 (stereo unspecified),-0.1%,0.5%,41.5%,-35.5%,i,0.2,-10.3%,-1.2%,-14.5%,9.0%
CCC(Sc1nc2ncnc(N)c2[nH]1)C(=O)O (stereo unspecified),-0.4%,-0.3%,-23.1%,23.1%,i,0.8,-8.6%,7.8%,10.4%,-0.1%
CCc1nnc(NC(=O)CCC(=O)NC2CCCC2)s1,-0.1%,0.0%,-15.3%,14.8%,i,1.5,11.4%,-6.9%,-2.9%,0.7%
Cc1ccnc(-n2sc3ccccc3c2=O)n1,-0.1%,2.3%,-30.8%,2.9%,i,1.2,11.7%,-0.5%,-6.0%,3.0%
CC12CC3(C)CC(C)(C1)CC(C(N)=O)(C2)C3,-0.1%,-1.0%,-27.6%,3.7%,i,0.7,-11.6%,15.3%,-7.0%[20 µM],-2.0%
CC1=N/C(=C\c2ccc3c(c2)OCO3)C(=O)N1c1ccc(C(=O)O)cc1,-0.4%,12.2%,-1.8%,18.1%,i,0.9,-7.8%,10.1%,.,-0.3%
CCc1c(C)[nH]c2c(C)cccc2c1=O,-0.1%,0.4%,-21.6%,-8.8%,i,0.6,9.9%,-1.9%,-18.5%,2.1%
O=C(O)c1ccc2c(c1)C(=O)N(NC(=O)c1ccccc1)C2=O,-0.1%,1.9%,0.8%,13.9%,i,5.1,6.0%,14.1%,-14.4%,12.0%
Cc1ccccc1CS(=O)(=O)CCC(=O)NCc1ccc(F)cc1Cl,0.3%,-1.7%,-32.9%,2.2%,i,0.3,3.1%,7.8%,-38.5%,0.0%
O=c1c2ccccc2cnn1Cc1n[nH]c(=S)n1-c1ccc(Cl)cc1Cl,0.1%,-1.0%,-2.6%,14.1%,.,.,-12.9%,4.6%,-12.6%,6.0%
COc1ccc(-c2csc(NC3=NCCCCC3)n2)cc1,0.0%,-2.7%,-23.3%,-52.6%,i,0.3,-0.9%,-2.8%,-26.2%,3.0%
C[n+]1cccc(C(=O)NCC2CCCO2)c1 (stereo unspecified),0.1%,1.4%,2.2%,-1.2%,i,1.5,5.7%,-3.5%,15.2%,-0.5%
COc1cc(NC(=O)C2=CC(c3ccco3)=NS(=O)(=O)N2C)cc(OC)c1OC,-0.1%,-0.9%,-3.8%,0.1%,i,0.0,9.1%,10.2%,-16.9%,-0.2%
COc1cccc(N(CC(=O)N2CCN(C)CC2)S(=O)(=O)c2ccccc2)c1,-0.2%,0.1%,11.7%,13.6%,i,1.9,-1.1%,5.3%,21.0%,4.6%
CC1(C)CC(NC(=O)COc2ccc3c4c(c(=O)oc3c2)CCCC4)CC(C)(C)N1,0.3%,1.4%,-48.6%,10.0%,i,0.9,-1.0%,-2.5%,-55.2%,3.1%
CC(=O)C1=C(C)Nc2cc(C(F)(F)F)ccc2S1,-0.2%,-2.2%,-7.8%,4.9%,i,0.1,13.6%,.,18.5%,-0.2%
COc1cccc(/C=C/C(=O)c2c(O)cc(C)oc2=O)c1O,0.7%,1.9%,2.9%,-48.0%,i,0.4,15.8%,6.9%,9.9%,-5.1%
COc1ccc(N2CCN(C(=O)COc3ccc4ccccc4c3)CC2)cc1,-0.2%,-1.5%,-22.4%,-7.1%,i,1.6,-14.9%,5.6%,9.7%,-2.7%
CNC(=O)N1CCN(C(=O)NC)CC1,-0.1%,-0.7%,-8.3%,16.5%,i,7.7,17.9%,7.0%,7.9%,-4.3%
# The results go on.
SMILES,GPR55 activation,HIV peptide binding,NOD1 inhibition,HEK293 NOD2/NF-kB,Myeloid diff MLP,Myeloid diff MLP GFP+ MAC1+ %,GPR35 antagonists,GPR55 LPI antagonism,KOR beta-arrestin-1,KOR beta-arrestin-2
O=C(Nc1ncn[nH]1)c1ccc(Cl)c(S(=O)(=O)Nc2ccc(Cl)cc2)c1,0.2%,11.4%,-27.4%,-10.4%,i,0.4,-11.2%,0.3%,.,4.9%
Cc1nnc(-c2cnn(C)c2N)n1CCCN1CCOCC1,-0.3%,0.3%,-3.8%,-10.7%,i,0.6,-27.3%,19.7%,3.1%,-3.9%
CCSc1ncc(/C=N/Nc2ccc(Cl)cc2)n1C,0.0%,-0.7%,-95.5%,-120.3%,i,0.7,17.8%,7.9%,-38.5%,2.7%
Cc1nc2cc(C(F)(F)F)ccc2n1CCNc1nc(-c2ccc(F)cc2)cs1,-0.2%,1.8%,-16.1%,5.6%,i,0.9,0.1%,6.5%,.,.
CC(C)(C)NC(=O)CSc1nc(O)cc(=O)[nH]1,-0.1%,2.3%,14.5%,25.7%,i,0.7,-3.5%,12.2%,16.6%,4.1%
NS(=O)(=O)c1ccc(CNC(=O)c2sccc2-c2ccccc2)cc1,0.3%,0.9%,-22.2%,-6.3%,i,4.9,1.7%,23.5%,1.7%,-0.3%
COC(=O)c1ccc(-c2ncc[nH]2)cc1,0.2%,-0.5%,-27.3%,-5.8%,i,0.2,-7.5%,2.3%,-31.5%[20 µM],0.2%
Cn1ccnc1SCC(=O)Nc1nc2c(F)c(F)c(F)cc2s1,0.2%,1.7%,-39.4%,-13.5%,i,0.3,-11.9%,6.9%,18.1%,0.8%
O=C1NC2(CCCCCC2)C(=O)N1Cc1cccc(Cl)c1,0.0%,-0.1%,-7.3%,9.4%,i,0.1,5.9%,0.2%,-14.7%,2.4%
O=[N+]([O-])c1ccc(Cl)c(/C=N/n2c(-c3cccnc3)n[nH]c2=S)c1,0.3%,-2.6%,25.1%,14.0%,.,.,-4.6%,5.6%,-18.9%,0.4%
N=C1C(c2ccccc2)=C(O)CN1c1ccc2c(c1)OCO2,-0.1%,-0.8%,-8.4%,1.2%,i,1.4,3.2%,-5.1%,-10.7%,5.6%
CC(=O)c1cccc(NC(=O)CSc2nnc(C(C)N(C)C)n2-c2ccc(F)cc2)c1 (stereo unspecified),-0.2%,0.4%,28.3%,-18.0%,i,0.9,0.1%,-11.8%,-9.0%,6.9%
CCc1cc(C(c2ccc(OC)c(OC)c2)N2CCOCC2)c(NC(=O)c2ccccc2)s1 (stereo unspecified),-0.2%,4.7%,18.8%,15.7%,i,0.7,-11.4%,6.9%,5.1%,-1.7%
O=C(CSCc1ccc(F)cc1)NCc1ccco1,-0.2%,0.9%,-2.9%,3.9%,i,1.6,-8.9%,-14.6%,-39.8%,0.5%
Cc1nn(CC(=O)O)c(C)c1N,0.0%,-1.3%,8.5%,8.3%,i,0.5,-2.3%,-5.5%,4.3%,0.1%
O=C1Cc2ccccc2C(=O)N1OCc1ccc(Cl)cc1,-0.3%,17.9%,-6.5%,-2.1%,.,.,12.7%,5.4%,-9.0%,8.4%
CC(C)(C)OC(=O)N1CCC[C@H]1c1nnc(SC/C=C/c2ccccc2)o1,-0.2%,3.2%,12.0%,-35.8%,i,1.9,5.7%,-7.3%,-34.3%,7.2%
CCc1c(C)sc(NC(=O)C2CCCCC2C(=O)O)c1C(N)=O (stereo unspecified),-0.2%,5.7%,-6.6%,4.9%,i,1.4,9.4%,-7.3%,18.9%,-0.7%
Cc1ccc(OCCN2CCN(C)CC2)c([N+](=O)[O-])c1,0.7%,-0.6%,-6.0%,1.2%,i,0.3,-12.1%,5.5%,-3.1%,-3.2%
Cc1ccc(C)c(NC(=O)NNC(=O)CCc2ccccc2)c1,-0.1%,-2.0%,-23.1%,1.7%,i,0.4,-4.9%,11.0%,1.2%,2.7%
CSCCC(NS(=O)(=O)c1ccc(Cl)c(Cl)c1)C(=O)O (stereo unspecified),-0.5%,-0.4%,-35.1%,18.2%,i,0.4,12.0%,14.0%,14.9%,3.9%
CCOC(=O)N1CCN(C(=O)c2cn(CC)c3ccc(S(=O)(=O)N4CCOCC4)cc3c2=O)CC1,-0.2%,-1.1%,-13.2%,8.7%,i,3.7,2.9%,-3.6%,0.8%,1.0%

# 6 entries picked at random from the list so far, as already listed:
SMILES,GPR55 activation,HIV peptide binding,NOD1 inhibition,HEK293 NOD2/NF-kB,Myeloid diff MLP,Myeloid diff MLP GFP+ MAC1+ %,GPR35 antagonists,GPR55 LPI antagonism,KOR beta-arrestin-1,KOR beta-arrestin-2
O=C1Cc2ccccc2C(=O)N1OCc1ccc(Cl)cc1,-0.3%,17.9%,-6.5%,-2.1%,.,.,12.7%,5.4%,-9.0%,8.4%
Cc1ccc(C)c(NC(=O)NNC(=O)CCc2ccccc2)c1,-0.1%,-2.0%,-23.1%,1.7%,i,0.4,-4.9%,11.0%,1.2%,2.7%
CNC(=O)N1CCN(C(=O)NC)CC1,-0.1%,-0.7%,-8.3%,16.5%,i,7.7,17.9%,7.0%,7.9%,-4.3%
C[n+]1cccc(C(=O)NCC2CCCO2)c1 (stereo unspecified),0.1%,1.4%,2.2%,-1.2%,i,1.5,5.7%,-3.5%,15.2%,-0.5%
Cn1ccnc1SCC(=O)Nc1nc2c(F)c(F)c(F)cc2s1,0.2%,1.7%,-39.4%,-13.5%,i,0.3,-11.9%,6.9%,18.1%,0.8%
CCc1cc(C(c2ccc(OC)c(OC)c2)N2CCOCC2)c(NC(=O)c2ccccc2)s1 (stereo unspecified),-0.2%,4.7%,18.8%,15.7%,i,0.7,-11.4%,6.9%,5.1%,-1.7%
